Cav3 T inh – blocks human Cav3.2 T-type calcium channel | O95180 | Cav3.2-expressing cells, Fluo-4 calcium fluorescence FDSS; active compounds read low | B-score at 10 µM | 100,000 tested, 4% active;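 active = single-dose well whose peak fluorescence ratio is a statistical outlier from its plate by either plate-standardised score or position-corrected B-score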
Numbers without * were called inactive. Not all compounds are listed; count on the stated rates, not on these rows.

SMILES | Cav3 T inh
Cc1nn2c3ccccc3n(C)c2nc1=O | -0.56
Cn1c(SCC(=O)N2c3ccccc3Sc3ccc(Cl)cc32)nnc1-c1ccco1 | -3.8
Cc1ccc2c(c1)N(Cc1ccc3c(c1)OCO3)C(=O)C(C)O2 (stereo unspecified) | -2.3
Cc1ccc(-c2nnc(SCC(=O)N3CCCc4ccccc43)n2N)cc1 | 1.4
CC1CCCC(C)N1C(=O)Nc1cccc(Cl)c1 (stereo unspecified) | 0.17
CCn1cc(C(=O)C(F)(F)F)c2ccccc21 | -1.3
Cc1ccc2c(CC(=O)O)coc2c1 | 1.1
CCC1(C)N(O)C(C)(C)C(c2ccc(OC)cc2)=[N+]1[O-] (stereo unspecified) | 0.56
O=C(CCNc1cc(Cl)cc(Cl)c1)c1ccco1 | -4.2
COc1ccc(N2C(=O)C3CCCN3C2=O)cc1 (stereo unspecified) | -0.6
CCOC(=O)CC(=O)CSc1nnc2sc3ccccc3n12 | -0.3
Cc1ccccc1-c1n[nH]c(=S)o1 | 0.3
CCOc1ccc(NS(=O)(=O)CC23CCC(CC2=O)C3(C)C)cc1 (stereo unspecified) | 0.35
CCOC(=O)C[C@H]1c2ccc(C(F)(F)F)cc2S(=O)(=O)N1C(C)C | 0.3
COc1ccc(N2CCN(C(=O)CC(NC(N)=O)c3cccc(Oc4ccccc4)c3)CC2)cc1 (stereo unspecified) | -5.5*
COc1cccc(CSc2nc3sc(C)c(C)c3c(=O)n2Cc2ccco2)c1 | -3.4
C=CCn1c(Cc2nc3ccc(Cl)cc3[nH]2)n[nH]c1=S | 0.81
CC(=O)Nc1nc(C)c(-c2csc(Nc3ccc(O)cc3)n2)s1 | 0.67
CCOc1ccc(S(=O)(=O)Nc2cc(Cl)ccc2O)cc1 | -2.6
CSc1nc(-c2ccco2)nn1C(=O)Cc1ccccc1 | 0.61
CN1CCN(C(=O)Cn2c(=O)oc3cc(S(=O)(=O)NCc4ccccc4)ccc32)CC1 | 0.54
N#CC1=C(SCC(N)=O)NC(=O)CC1c1ccccc1Cl (stereo unspecified) | 0.27
CCOc1[nH]n(-c2ccc(Cl)cc2)c(=O)c1C=Nc1ccc(O)cc1 | -0.012
CC(CNC(=O)c1cncc(O)c1)NC(=O)c1cncc(O)c1 (stereo unspecified) | -0.33
CCC(C)OC(=O)C1=C(C)OC23OC(N)=C(C#N)C12C(=O)c1ccccc13 (stereo unspecified) | -2.7*
Cc1nc(SCC(=O)Nc2c(C)nn(C)c2C)c2cnn(-c3ccccc3)c2n1 | 0.02
CCCCCCn1cc(C(=O)O)c(=O)c2ccccc21 | -0.37
CCN1CCN(c2ccc(NC(=O)Cc3ccccc3)cc2)CC1 | 1.8
CCc1ccc2c(c1)cc(CN(C(=S)Nc1cccc(C)c1)C1CC1)c1nnnn12 | -1.3
CCC(Sc1nc2ccccc2c(=O)[nH]1)C(=O)O (stereo unspecified) | -0.21
O=C(CN1CCCC1)Nc1ccc(NC(=O)Nc2ccccc2)cc1 | -1.5
O=C(CSc1ncn[nH]1)N1CCN(c2nnc(-c3ccccc3)c3ccccc23)CC1 | 0.82
O=C(COc1ccc(Cl)cc1)N1CCN(S(=O)(=O)c2ccc(Cl)cc2)CC1 | 0.35
COc1ccc(C2C(C(=O)OCC(=O)Nc3ccc(C)cc3)CCC(=O)N2c2ccc(OC)cc2)cc1 (stereo unspecified) | 0.23
O=c1[nH]cnc2c1sc(=S)n2-c1ccccc1 | 0.59
Cc1ccc(C)c2[nH]c(=O)c(CN(CCN3CCOCC3)Cc3nnnn3CC3CCCO3)cc12 (stereo unspecified) | 0.11
O=C(/C=N/O)NCCN1CCCCC1 | 0.69
CC(=O)NC(=S)Nc1ccc(NC(=O)COc2ccc(Cl)cc2Cl)cc1 | -0.63
O=C(NC1CC1)C1=C[C@@H](c2ccc(Br)cc2)C[C@@H](OCc2ccc(CO)cc2)O1 | 0.32
Cc1nc(S/C(=C/c2ccc(-c3ccc(Cl)cc3)o2)C(=O)O)n[nH]1 | -0.61
COc1ccccc1NC(=O)NCC(=O)Nc1ccc(F)c(F)c1 | -1.9
O=C(c1ccccc1-c1nc2ccccc2[nH]1)N1CCOCC1 | -0.19
CC(C)Sc1nc(SCC(=O)NCc2ccco2)c2c3c(sc2n1)COC(C)(C)C3 | -2.1
COc1ccccc1CNC(=O)CCn1c(=O)sc2ccccc21 | -0.73
COC(=O)N1CN(C(=O)OC)CN(C(=O)OC)C1 | 0.055
COc1ccc(S(=O)(=O)Nc2cccc(C)n2)c2ccccc12 | -0.59
O=C(c1ccco1)N1CCN(C(=O)C2CCCO2)CC1 (stereo unspecified) | 0.72
CN1CCN(C(=O)C2=C[C@H](C3CC3)C[C@H](OCc3ccc(CO)cc3)O2)CC1 | 0.33
Cc1ccc(N(CC(=O)Nc2cc(Cl)ccc2Oc2ccccc2)S(C)(=O)=O)cc1C | -5.9*
CCOC(=O)c1nnc(-c2ccc(C)cc2)nc1Sc1ccc(Cl)cc1 | 0.37

20 entries out of the list, sorted by SMILES length, largest number first:
SMILES | Cav3 T inh
COc1ccc(C2C(C(=O)OCC(=O)Nc3ccc(C)cc3)CCC(=O)N2c2ccc(OC)cc2)cc1 (stereo unspecified) | 0.23
COc1ccc(N2CCN(C(=O)CC(NC(N)=O)c3cccc(Oc4ccccc4)c3)CC2)cc1 (stereo unspecified) | -5.5*
CN1CCN(C(=O)C2=C[C@H](C3CC3)C[C@H](OCc3ccc(CO)cc3)O2)CC1 | 0.33
O=C(CSc1ncn[nH]1)N1CCN(c2nnc(-c3ccccc3)c3ccccc23)CC1 | 0.82
CCc1ccc2c(c1)cc(CN(C(=S)Nc1cccc(C)c1)C1CC1)c1nnnn12 | -1.3
O=C(COc1ccc(Cl)cc1)N1CCN(S(=O)(=O)c2ccc(Cl)cc2)CC1 | 0.35
Cc1nc(SCC(=O)Nc2c(C)nn(C)c2C)c2cnn(-c3ccccc3)c2n1 | 0.02
CCOc1[nH]n(-c2ccc(Cl)cc2)c(=O)c1C=Nc1ccc(O)cc1 | -0.012
CCC1(C)N(O)C(C)(C)C(c2ccc(OC)cc2)=[N+]1[O-] (stereo unspecified) | 0.56
Cc1ccc2c(c1)N(Cc1ccc3c(c1)OCO3)C(=O)C(C)O2 (stereo unspecified) | -2.3
O=C(CN1CCCC1)Nc1ccc(NC(=O)Nc2ccccc2)cc1 | -1.5
O=C(c1ccccc1-c1nc2ccccc2[nH]1)N1CCOCC1 | -0.19
O=C(c1ccco1)N1CCN(C(=O)C2CCCO2)CC1 (stereo unspecified) | 0.72
CCC(Sc1nc2ccccc2c(=O)[nH]1)C(=O)O (stereo unspecified) | -0.21
CCCCCCn1cc(C(=O)O)c(=O)c2ccccc21 | -0.37
O=c1[nH]cnc2c1sc(=S)n2-c1ccccc1 | 0.59
CCn1cc(C(=O)C(F)(F)F)c2ccccc21 | -1.3
Cc1nn2c3ccccc3n(C)c2nc1=O | -0.56
Cc1ccccc1-c1n[nH]c(=S)o1 | 0.3
Cc1ccc2c(CC(=O)O)coc2c1 | 1.1

(continued)
SMILES | Cav3 T inh
COCCNC(=O)C1CCC(=O)N(c2ccc(OC)cc2)C1c1ccc(OC)c(OC)c1 (stereo unspecified) | 0.094
COc1c(Cl)ccc(Cl)c1C(=O)NC(=O)N1CCOCC1 | -0.69
O=C(Nc1cccnc1)c1cc(-c2cccs2)on1 | 0.77
Cn1c(=NC(=O)c2cnccn2)sc2ccccc21 | 0.52
O=C(OCc1c(Cl)nc2sccn12)c1cc2c(s1)CCCC2 | 0.061
COc1cc(OC)cc(OCC(O)Cn2ccnc2C)c1 (stereo unspecified) | 0.65
COC(=O)CSc1nc(C)cc(C(F)(F)F)c1C#N | -0.06
Nc1c(C(=O)NCc2ccc3c(c2)OCO3)c2nc3ccccc3nc2n1CCCN1CCOCC1 | -0.85
c1ccc(Cn2ncc3c(N4CCOCC4)ncnc32)cc1 | 0.77
CN(/N=C/c1cccs1)c1cc(=O)n(C)c(=O)[nH]1 | 0.63
CCOc1ccc(-n2c(=S)sc3c(=O)[nH]c(SCC(=O)NCc4ccco4)nc32)cc1 | -1.6
CC1(C)CC(=O)C(C=NCC(O)c2ccccc2)=C(O)C1 (stereo unspecified) | 0.28
c1ccc(OCCOCCN2CCOCC2)cc1 | 0.47
c1ccc2c(CSCc3nc4ccccc4[nH]3)cccc2c1 | -7.7*
Cc1nc2ccccc2c2nc(NC(=O)Cc3ccccc3)nn12 | 0.71
CC(=O)c1cccc(NC(=O)C2CCCN2S(=O)(=O)c2cccc3cccnc23)c1 (stereo unspecified) | 0.61
CCN1CCN(C(c2ccccc2)c2nnnn2CCc2ccc(OC)c(OC)c2)CC1 (stereo unspecified) | 0.96
COC(=O)c1ccc(OC)c(CSc2nnc(COc3ccc(OC)cc3)o2)c1 | -3
CCn1cc(C(=O)NCC2CCCO2)c(=O)c2cc(S(=O)(=O)N3CCCCCC3)ccc21 (stereo unspecified) | 0.92
O=S(=O)(Nc1ccccn1)c1ccc(Cl)cc1 | 0.8
COc1cc(NC(=O)C2C3C=CC(C3)C2C(=O)O)c(OC)cc1Cl (stereo unspecified) | 0.013
COc1ccc(C(=O)Nc2ccc3c(c2)Cc2ccccc2-3)cc1 | 0.67
CCCc1ccc(Oc2cn[nH]c2-c2ccc(O)c(C)c2O)cc1 | -2.7
COc1cccc(C(=O)Nc2cccc(C(=O)NC3=NN(c4c(Cl)cc(Cl)cc4Cl)C(=O)C3)c2)c1 | 2.4
O=C(COC(=O)c1ccc(S(=O)(=O)N2CCOCC2)cc1)NC1CCCC1 | 1.6
Cc1oc(-c2ccc3c(c2)OCCO3)cc1C(=O)NC(CCC(=O)O)C(=O)O (stereo unspecified) | -0.83
CCCCN(C)C(=O)C1CCN(Cc2ccccn2)CC1 | 0.43
COc1ccc(/C=C/C(=O)c2ccc(OC)cc2OC)cc1 | -0.79
CCCOc1ccc(OCCCCNC(C)CC)cc1 (stereo unspecified) | -0.052
O=C(CN1CCN(Cc2ccccc2)CC1)NCC1COc2ccccc2O1 (stereo unspecified) | 1.1
COc1cccc(NC(=O)NC2(C(F)(F)F)Oc3ccccc3O2)c1 | -3.1
Cn1c(=O)[nH]c(=O)c2c1nc(OC(=O)c1ccccc1)n2CC(O)COc1ccccc1 (stereo unspecified) | -0.25
Cc1nnc2sc(-c3cccc(NC(=O)c4cccnc4)c3)nn12 | -0.016
COc1cc(NS(=O)(=O)c2ccc(NC(=O)c3ccc(C)o3)cc2)nc(OC)n1 | -4.2
Cc1n[nH]c(=O)nc1NCCc1ccccc1 | 0.75
CCCCC(=O)Nc1ccc(C(=O)N2CCCC(C(=O)OCC)C2)cc1 (stereo unspecified) | 0.47
COc1cc(C(=O)Nc2cccc(-c3nncn3C)c2)cc(OC)c1OC | -0.19
CSC1=C(C#N)C(C)C2=C(CC(C)(C)CC2=O)N1 (stereo unspecified) | 2.6
Cc1cc(C)nc(N2CCN(c3nc(C)cc(C)n3)CC2)n1 | 0.29
CC1CCC(C(C)C)C(OC(=O)CSc2nc(N)cc(=O)[nH]2)C1 (stereo unspecified) | -0.74
O=C(c1nn2c(C(F)(F)F)cc(-c3ccccc3)nc2c1Cl)N1CCOCC1 | 0.86
CCN1C(=O)c2cccc3c(S(=O)(=O)Nc4c(C)n(C)n(-c5ccccc5)c4=O)ccc1c23 | 1.3
O=C(CCSc1nc(-c2ccco2)cc(C(F)(F)F)n1)N1CCCc2ccccc21 | -3.6*
CCN(CCO)C(=O)C(c1ccccc1)c1ccccc1 | 0.77
CCCCCNC(=O)C1CC=CCC1C(=O)O (stereo unspecified) | 1
CCCCNC(=O)c1onc(CSc2ccccc2F)c1C(=O)O | -0.055
O=C(Nc1ccc2c(c1)oc1ccccc12)N1CCOCC1 | -0.025
Cc1ccc(-n2c(SCC(=O)NCc3ccco3)nc3nc4c(cc3c2=O)COC(C)(C)C4)cc1 | 2
CCOC(=O)/C=C1\NC(C)(C)Cc2cc(OC)c(O)cc21 | -0.068
O=C(CN1C(=O)C2CC=C(Cl)CC2C1=O)N1CCOCC1 (stereo unspecified) | 0.48

(listing goes on)
SMILES | Cav3 T inh
O=C1C2CC=C(Cl)CC2C(=O)N1CC1Cc2ccccc2CO1 (stereo unspecified) | 0.34
O=C(c1cccs1)N(Cc1cccc(Cl)c1)C1CCS(=O)(=O)C1 (stereo unspecified) | -0.42
CCc1nn2c(=O)cc(N3CCN(c4cc(C)nc5ccccc45)CC3)nc2s1 | 0.19
CC(=O)c1cnn(-c2nc3c(C)cccc3s2)c1C | 0.47
O=C(O)/C=C\C(=O)Nc1ccccc1C(=O)N1CCN(c2ccc(Cl)cc2)CC1 | 0.55
C#CCOCCOCCOCCNc1nc(N2CCN(C(=O)[C@H](CCC(=O)O)n3cc(C(N)CO)nn3)CC2)nc(N2CCN(C(=O)[C@H](Cc3cc4ccccc4[nH]3)n3cc(C(N)[C@H](C)CC)nn3)CC2)n1 (stereo partly specified) | 1.3
Cc1ccc(-c2c(C#N)c(N)n3c(nc4ccccc43)c2C#N)cc1 | 0.51
CCOC(=O)c1cc(C)n(Cc2ccccc2)c1C | -2.7
Cc1ccc(C(C)C)c(OCCN)c1 | 0.04
CC(C)NC(=O)/C(=C\c1cccc([N+](=O)[O-])c1)NC(=O)c1ccccc1 | 0.27
CCC(C)OC(=O)C1C(c2ccccc2)C(C(=O)O)C1c1ccccc1 (stereo unspecified) | -0.26
O=C(CCn1cccc1)N1CCc2ccccc21 | 0.15
CC1CCN(S(=O)(=O)c2ccc(S(=O)(=O)NCc3ccco3)cc2)CC1 | -0.7
Cc1ccc2[nH]c(=O)c3cc(C(=O)N(C)Cc4ccco4)sc3c2c1 | -0.015
C/C(=N/OC(=O)c1c(F)cccc1F)c1nccs1 | -4.7*
Cc1ccc(NC(=O)COc2ccc(/C=N/NC(=O)CSCc3ccccc3)cc2)cc1 | -0.38
Cc1ccc(C2CC(C(F)F)n3ncc(C(=O)Nc4c(C)nn(Cc5c(F)cccc5Cl)c4C)c3N2)cc1 (stereo unspecified) | -3
CC(OC(=O)c1cccs1)C(=O)NCc1ccccc1 (stereo unspecified) | 1.5
Cc1cc(NC(=O)c2noc3c2CCc2ccccc2-3)n(-c2ccccc2)n1 | 1.1
Cc1ccc(C(=O)NCc2nnc(SCC(=O)Nc3sc4c(c3C#N)CCCC4)n2C)cc1 | -1
Cc1ccc(OCC(=O)NCCO)cc1C | -0.05
O=C(Oc1cccc(-n2cnnn2)c1)c1ccco1 | -0.74
CCCCN=C1NC(=O)C(CC(=O)Nc2ccc(Cl)cc2)S1 (stereo unspecified) | -0.51
